POLH inh = blocks human DNA polymerase eta activity; recombinant Pol eta, fluorescent DNA replication assay; Potency, µM (highest dose often 114 µM), for the others: at the top dose activity change, negative = inhibition, actives largely listed as inhibitors; 390,000 tested, 1.2% active; AID 588591; note: potency is the fitted concentration of half-maximal effect; % is set by controls: 0 for no effect and ±100 for the full control effect
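Pol eta (10 nM) was preincubated with compounds for 15 min at room temperature, after which fluorescent replication substrate (50 nM final) was added to start the reaction. Fluorescence was read kinetically at 0 and 10 min.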
POLK inh = DNA polymerase kappa (human) inhibition. Q9UBT6. AID 588579. purified Pol kappa, fluorescent DNA synthesis assay, 10 min. 400,000 tested, 0.53% active. Potency, µM (series often up to 107 µM), for inactives: top-dose activity, negative = inhibition, actives largely listed as inhibitors; note: potency is the fitted concentration of half-maximal effect; % is set by controls: 0 for no effect and ±100 for the full control effect
Target sequence (Q9UBT6 whole entry, looked up): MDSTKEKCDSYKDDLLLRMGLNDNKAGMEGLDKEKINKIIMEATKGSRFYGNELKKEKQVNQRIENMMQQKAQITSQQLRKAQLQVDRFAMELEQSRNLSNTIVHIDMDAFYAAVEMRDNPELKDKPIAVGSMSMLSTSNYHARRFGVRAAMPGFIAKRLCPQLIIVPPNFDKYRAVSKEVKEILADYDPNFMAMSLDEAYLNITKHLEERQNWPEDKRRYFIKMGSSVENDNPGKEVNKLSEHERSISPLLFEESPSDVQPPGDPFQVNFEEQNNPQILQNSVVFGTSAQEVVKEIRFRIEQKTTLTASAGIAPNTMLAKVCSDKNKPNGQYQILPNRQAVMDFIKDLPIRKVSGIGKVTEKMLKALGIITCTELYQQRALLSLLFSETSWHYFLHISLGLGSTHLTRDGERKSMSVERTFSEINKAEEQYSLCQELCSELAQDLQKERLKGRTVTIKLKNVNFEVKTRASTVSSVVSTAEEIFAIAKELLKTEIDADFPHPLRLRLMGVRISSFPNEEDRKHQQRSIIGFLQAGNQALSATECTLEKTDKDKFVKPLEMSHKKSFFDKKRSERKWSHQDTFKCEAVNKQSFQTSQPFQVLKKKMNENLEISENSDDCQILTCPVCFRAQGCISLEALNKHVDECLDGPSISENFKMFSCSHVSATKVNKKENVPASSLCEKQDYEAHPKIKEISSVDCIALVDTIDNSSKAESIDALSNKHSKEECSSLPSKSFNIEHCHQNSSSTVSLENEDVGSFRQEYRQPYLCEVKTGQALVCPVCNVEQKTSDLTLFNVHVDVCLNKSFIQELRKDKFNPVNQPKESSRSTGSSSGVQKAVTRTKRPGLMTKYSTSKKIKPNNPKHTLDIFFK
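50 nM final substrate added after 15 min RT preincubation of 10 nM Pol kappa with compound; fluorescence read at 0 and 10 min.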
BLM inh = Bloom syndrome helicase (human) inhibition; P54132; recombinant BLM DNA unwinding, fluorescence dequenching; Potency, µM (top dose mostly 56.1 µM), without a hit: at the highest dose activity change, negative = inhibition, most hits filed as inhibitors; 350,000 tested, 0.2% active; AID 2528;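 note: potency is the fitted concentration of half-maximal effect; plate controls were vehicle for no effect and no enzyme for full effect; nearly all actives have a fitted effect of over 35% in size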
Apoferritin bind = binds horse apoferritin like a general anesthetic; apoferritin/1-aminoanthracene competitive binding, fluorescence; P02791; Potency, µM (series often up to 77.5 µM), inactives show at the highest dose activity change, negative = displacement, usual class: inhibitors; 350,000 tested, 0.074% active; note: potency is the fitted concentration of half-maximal effect; % is set by controls: 0 for no effect and ±100 for the full control effect; nearly all actives have a fitted effect of over 20% in size
Target sequence (P02791 2-175 limits assumed): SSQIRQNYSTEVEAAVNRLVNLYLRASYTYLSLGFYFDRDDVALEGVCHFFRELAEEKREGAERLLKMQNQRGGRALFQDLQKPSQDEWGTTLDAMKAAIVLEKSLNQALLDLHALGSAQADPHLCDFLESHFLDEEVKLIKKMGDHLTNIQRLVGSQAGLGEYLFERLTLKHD
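In PBS, apoferritin at 10 uM is loaded with 1-AMA from a 50% saturated solution. After 10 min of compound exposure at ambient temperature, reduced 535 nm fluorescence indicates probe displacement.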
POLI inh = blocks human DNA polymerase iota activity; Potency, µM (top dose mostly 115 µM), for the others: top-dose activity, negative = inhibition, usual class: inhibitors; AID 588590; 390,000 tested, 1% active; Q9UNA4; Pol iota fluorescent replication assay, 10 min; note: potency is the fitted concentration of half-maximal effect
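Fluorescent replication assay read twice, at 0 min and 10 min after adding 50 nM (final) substrate. Enzyme (10 nM) and compounds were first incubated 15 min at room temperature; enzyme-free buffer wells were negative controls.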
RXFP1 antagonist = RXFP1 (human) relaxin receptor antagonism; 350,000 tested, 0.59% active; AID 1259400; activity change, negative = inhibition, % at 57.5 µM; HEK293-RXFP1, relaxin-stimulated cAMP HTRF, 30 min; active compounds read low;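 active = activity change of -60% or lower, but not beyond a set lower limit; inconclusive = change between -60% and -40%, or beyond the set limit; inactive = change above -40%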; note: % is set by controls: 0 for no effect and ±100 for the full control effect
PGK inhibitor = T. brucei PGK inhibition; P07378; PGK/GAPDH coupled, Kinase-Glo luminescence, 60 min; Potency, µM (doses to about 57.5 µM), for inactives: at the highest dose activity change, negative = inhibition, usual class: inhibitors; 380,000 tested, 0.043% active; AID 602233; note: potency is the fitted concentration of half-maximal effect; % is set by controls: 0 for no effect and ±100 for the full control effect; nearly all actives have a fitted effect of over 60% in size
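Luminescent ATP detection (Kinase-Glo Plus) follows a 60-minute room-temperature incubation, with wells lacking PGK as controls. Buffer: 100 mM TEA (pH 7.6), 5 mM MgCl2, 0.01% Tween-20. Coupling enzyme GAPDH (100 nM final) supplies unstable 1,3-BPG in-well.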
APEX1 inh = blocks human APE1 abasic DNA cleavage; recombinant APE1, TAMRA/BHQ-2 abasic DNA cleavage fluorescence; Potency, µM (doses to about 65.8 µM), inactives show at the top dose activity change, negative = inhibition, most hits filed as inhibitors; 350,000 tested, 0.35% active; AID 2517;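 note: potency is the fitted concentration of half-maximal effect; plate controls were vehicle for no effect and reference inhibitor for full effect; nearly all actives have a fitted effect of over 55% in size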
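Enzyme (0.75 nM final) and test compound are incubated 15 min at room temperature before adding 50 nM quenched THF abasic-site duplex. Cleavage dequenches TAMRA, followed at 525/598 nm over three reads one minute apart.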
POLB inh = DNA polymerase beta (human) inhibition; P06746; Pol beta primer extension/strand displacement, fluorescence kinetic; Potency, µM (titrated, usually from 114 µM), for inactives: top-dose activity change, negative = inhibition, hits mostly inhibitors; 340,000 tested, 1.3% active; AID 485314; note: potency is the fitted concentration of half-maximal effect; % is set by controls: 0 for no effect and ±100 for the full control effect
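Values derive from four-parameter Hill fits of normalized kinetic data: reads at 0 and 10 min following addition of 50 nM substrate to 10 nM Pol beta preincubated 15 min with compound.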
Active calls of the source: *; i = inactive; ? = inconclusive; . = no result given; & = joins results of further samples; [ ] = remark or other dose. Unless noted, calls come from the whole dose curve; as a rule, active = well fitted curve in the direction sought with a large enough effect; inconclusive = small, poorly fitted or top-dose-only effect, or another doubt; inactive = no such curve, though single readings can be large; an effect the other way counts as inactive or inconclusive. A portion of the library (hit frequency here may not be typical).

The line under a structure holds: PGK inhibitor	RXFP1 antagonist	POLI inh	POLB inh	Apoferritin bind	BLM inh	APEX1 inh	POLH inh	POLK inh
- Cc1ccc(C)c(C(=O)COc2ncnc3ccccc23)c1
  -7%	-26	89%[activator]	-1%	-17%	1%	3%	-5%	-2%
- O=c1ccc(-c2ccc(S(=O)(=O)Nc3cccc(Br)c3)o2)n[nH]1
  -10%	10	34%[activator]	4%	1%	2%	90%[activator]	-4%	7%
- COc1ccc2c(CNCCc3cccs3)c(C(=O)O)n(Cc3ccccc3)c2c1
  -1%	.	0%	-1%	-13%	-5%	.	-15%	-1%
- CC1CCN(c2ccc(-c3cccc(NC(=O)c4ccco4)c3)nn2)CC1
  -1%	2	57%[activator]	.	.	.	0%	-18%	-5%
- O=C(CSc1nc2c(c(=O)[nH]1)CN(Cc1ccc3c(c1)OCO3)CC2)Nc1cccc(Cl)c1
  ?	-20	21%	11%	-6%	-1%	.	?	6%
- COc1ccc2c(C)nc(Nc3nc(C)c(C)c(=O)[nH]3)nc2c1
  -4%	0	8%	200%	-9%	6%	-4%	?	11%
- COc1ccc(N2CC(C(=O)Nc3c4c(nn3-c3ccccc3)CS(=O)(=O)C4)CC2=O)cc1 (stereo not given)
  5%	1	5%	59%	-6%	0%	-14%	-4%	-13%
- [O-]/[N+](=C\C=C\c1ccccc1)c1ccccc1
  -2%	-4	-5%	5%	-4%	-4%	26%	1%	3%
- COc1ccccc1N1CCN(C(=O)C2C3C=CC4(CN(Cc5ccccc5Cl)C(=O)C24)O3)CC1 (stereo not given)
  0%	18	8%[58.9 µM]	39%	-12%	-3%	15%	-19%	-10%
- CC(=O)c1ccc(NS(=O)(=O)c2cccc(C)c2)cc1
  i	-14	-1%	-1%	-3%	-1%	-3%	-13%	-4%
- CCC(c1nnnn1C1CCCC1)N1CCN(Cc2ccccc2)CC1 (stereo not given)
  -3%	12	-5%	-2%	1%	5%	1%	5%	-11%
- CN(CC(=O)OCC(=O)c1c(N)n(C)c(=O)n(C)c1=O)S(=O)(=O)c1ccc(Cl)cc1
  9%	1	17%	2%[57.1 µM]	4%	3%	1%	-14%	-14%
- CCOc1ccccc1NC(=O)NC1(C(=O)N2CCN3CCCC3C2)CCCCC1 (stereo not given)
  9%	-4	8%	20%	-8%	0%	-4%	3%	-4%
- COc1ccc(/C(O)=C2/C(=O)C(=O)N(CCCN3CCOCC3)C2c2ccc(OC)cc2)cc1 (stereo not given)
  -7%	2	-7%	3%	-13%	-8%	13%	-18%	-1%
- CN(c1ccccc1C(=O)Nc1cccc(C(F)(F)F)c1)S(C)(=O)=O
  -10%	4	0%	5%	1%	-3%	16%	-15%	-3%

Record cards, from the list above.
Profile of Cc1ccc(C)c(C(=O)COc2ncnc3ccccc23)c1 → PGK inhibitor: -7%; RXFP1 antagonist: -26; POLI inh: 89%[activator]; POLB inh: -1%; Apoferritin bind: -17%; BLM inh: 1%; APEX1 inh: 3%; POLH inh: -5%; POLK inh: -2%
Profile of CCC(c1nnnn1C1CCCC1)N1CCN(Cc2ccccc2)CC1 (stereo not given) → PGK inhibitor: -3%; RXFP1 antagonist: 12; POLI inh: -5%; POLB inh: -2%; Apoferritin bind: 1%; BLM inh: 5%; APEX1 inh: 1%; POLH inh: 5%; POLK inh: -11%

The list continues:
The line under a structure holds: PGK inhibitor	RXFP1 antagonist	POLI inh	POLB inh	Apoferritin bind	BLM inh	APEX1 inh	POLH inh	POLK inh
- Cc1ccc(N/C=C/C(=O)c2ccccc2)cc1C
  -7%	-4	7%	46%	-8%	-1%	9%	-21%	-9%
- O=C(NCc1ccco1)C(=O)NCc1ccccc1Cl
  -3%	-2	112%[activator]	0%	-6%	1%	2%	-11%	0%
- CC(C)(C)[C@H]1CCC(=O)N([C@H](CSc2ccc(Br)cc2)Cc2ccccc2)CC1
  -1%	.	68%[activator]	.	.	.	16%	11%	-2%&-22%
- O=C(Cc1ccc(NC(=O)C2CCCN(C(=O)CCc3ccccc3)C2)cc1)Nc1cccc(C(=O)N2CCCC2)c1 (stereo not given)
  -7%	.	27%	.	.	.	.	-20%	7%
- O=C(Nc1ccnn1C1CCN(Cc2cccc(OCCO)c2)CC1)c1cccc(F)c1
  11%	-7	-10%	5%	-10%	-4%	-2%	-18%	-27%
- COc1cc2c(=O)n(Cc3ccccc3)c(=O)n(CC(=O)Nc3cc(C(F)(F)F)ccc3Cl)c2cc1OC
  -10%	-3	20%	5%	2%	7%	.	-16%	4%
- CN1C(=O)c2ccc(C(=O)Nc3cccnc3)cc2C1=O
  -5%	4	14%	5%	-8%	1%	6%	-18%	2%
- C[C@]12CCC(=O)C=C1C=C[C@@H]1[C@@H]2CC[C@@]2(C)[C@H]1CC[C@@]21CCC(=O)O1
  -5%	0&-12	-23%	7%	-3%	1%	3%&1%	1%	-38%
- CCCn1cnc2cc(NC(=O)c3cccs3)ccc21
  -4%	13	5%	8%	-6%	-7%	-8%	-13%	-3%
- CCN(CC)S(=O)(=O)c1ccc(N)cc1
  10%	7	129%[activator]	3%	?	-1%	-2%	1%	-7%
- COCC(C)n1c(C)cc(C(=O)COC(=O)c2nn(C)c(=O)c3ccccc23)c1C (stereo not given)
  i	-18	29%	.	.	.	-13%	-22%	-1%
- CC(C)CN(CC(C)C)CC(O)COc1ccc([N+](=O)[O-])cc1 (stereo not given)
  i	.	-11%	21%	-13%	-5%	1%	?	1%
- O=c1[nH]c(S)nc2sc3c(c12)CCCC3
  -5%	.	-22%	-13%	-7%	-4%	21%	-13%	-9%
- COc1cccc(/C=C/C(=O)NNC(=O)c2ccco2)c1OC
  -2%	6	4%	.	.	.	25%	2%	7%
- CCCc1[nH]nc2c1C(c1ccoc1)C(C#N)=C(N)O2 (stereo not given)
  0%	20	8%	20%	-5%	4%	1%	-23%	-4%
- COc1ccccc1/C=C/C(=O)NCc1cccnc1
  7%	-1	3%	6%	-4%	-3%	10%	3%	3%[60.1 µM]
- Nc1c(C(=O)Nc2ccc(OC(F)(F)F)cc2)nnn1Cc1ccccc1
  3%	.	11%	12%	-5%	-3%	.	-15%	-1%
- COc1ccc(OC)c(NC(=O)c2ccc(-c3cccs3)cc2)c1
  -4%	-5	5%	-1%	-6%	-12%	-3%	-16%	-8%
- CCn1c(SCC(=O)NC(=O)c2ccccc2OC)nc2ccccc21
  -4%	-2	-4%	?	-14%	-4%	43%[activator]	-7%	-6%
- Cc1nnc2c3ccccc3c(-c3cccs3)nn12
  -5%	-15	42%[activator]	4%	-9%	-8%	1%	-13%	1%
- O=C(Nc1ccc(F)cc1)Nc1cnccn1
  -6%	-8	13%	10%	-4%	-2%	40%	-14%	7%
- CNC(=O)Nc1ccc(S(N)(=O)=O)cc1
  8%	-17	9%	-3%	-4%	-2%	3%	5%	-2%
- O=C(NC1=CC(=O)c2ccccc2C1=O)c1ccccc1
  i	?	3.5µM*	.	.	.	.	89µM*	-8%
- COc1cccc2c(C)c(C(=O)O)[nH]c12
  0%	-6	?	50µM*	-11%	-6%	?	13µM*	?
- CC(=O)N1CCN(CC(=O)Nc2cc(S(=O)(=O)N3CCCCC3)ccc2C)CC1
  7%	5	?	.	.	.	-3%	-9%	-5%
- COc1ccc(NS(=O)(=O)c2ccc(O)c(C(=O)OCC(=O)N3CC(C)OC(C)C3)c2)cc1 (stereo not given)
  i	-5	16%	22%	-10%	2%	-12%	-2%	1%
- CCOC(=O)c1sc2nc(C)nc(Nc3ccccc3)c2c1C
  i	5	?	8%	-2%	-2%	22%	-10%	-2%
- COc1ccc(NC(=S)N2CCCC(c3nc4ccc(C)cc4[nH]3)C2)c(OC)c1 (stereo not given)
  -8%	-3	45%	21%	-22%	-7%	24%	-24%	2%
- Nc1cccc(C(=O)Nc2ccco2)c1
  -4%	-7	4%	14%	1%	-1%	9%	4%	-5%
- N#Cc1nc(-c2ccccc2)oc1NCCN1CCCCC1
  i	5	1%	-9%	4%	6%	12%	-1%	-7%
- CN(C)c1nc(-c2cccnc2)nc(-c2ccc(Cl)cc2)c1C#N
  -3%	-21	-4%	0%	-4%	-1%	-3%	-23%	-13%
- C[C@H](NC(=O)c1ccc(Br)cc1)C(=O)NCc1ccc(S(N)(=O)=O)cc1
  i	20	33%	-7%	-4%	0%	0%	-6%	-2%
- COc1ccc(CC(=O)Nc2ccc(-c3cn4ccccc4n3)cc2)cc1
  -7%	-8	2%	1%	-4%	-4%	3%	4%	-16%
- CN(c1ccc(C(=O)NCc2ccncc2)cc1)S(=O)(=O)c1ccc(Cl)cc1
  -8%	-9	14%	-14%	-13%	-3%	25%	-24%	-14%
- O=c1c2cn[nH]c2[nH]c(=S)n1-c1ccccc1Cl
  -3%	-8	32%[activator]	0%	0%	0%	11%	-9%	2%
- Cc1ccc(C(=O)Nc2ccc(-n3c(C)nc4ccccc4c3=O)cc2)cc1[N+](=O)[O-]
  0%	.	21%	2%	-1%	0%	.	-18%	1%[60.1 µM]
- CCC(=O)NNc1ncnc2c1cnn2-c1cccc(C)c1
  -1%	-12	68%[activator]	6%	-5%	-3%	25%	-13%	-6%
- CCCCNC(=O)c1nn2c(C(F)(F)F)cc(-c3ccc(OC)cc3)nc2c1Br
  -11%	0	10%	8%	-16%	1%	-12%	-2%	-2%
- O=C(O)CCCC(=O)N1N=C(c2c(-c3ccccc3)c3cc(Cl)ccc3[nH]c2=O)CC1c1cccs1 (stereo not given)
  2%	-12	-6%	19%	-12%	4%	19%	-6%	-24%
